# From PubChem
# B2AR arrestin = beta2AR (human) beta-arrestin recruitment activity. actives 0.02% (n = 330,000). beta-arrestin recruitment to beta2AR, cell-based reporter. P07550. Potency, µM (titrated, usually from 46.1 µM), without a hit: top-dose activation, hits mostly activators;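 further: potency means the concentration at half of the fitted maximal effect; 0% = DMSO controls and full agonism = EC100 isoproterenol or metaproterenol; nearly all actives have a fitted effect of over 65% in size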
# A-T KAP1 phos = potential ataxia-telangiectasia treatment. actives 0.19% (n = 320,000). Potency, µM (series often up to 57.5 µM), for the others: at the top dose activation, usual class: activators. […] A-T fibroblasts, KAP-1 phosphorylation AlphaLISA; neocarzinostatin DNA damage 30 min before lysis; further: potency means the concentration at half of the fitted maximal effect; % of control where 0% means no effect; nearly all actives have a fitted effect of over 45% in size
#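 hTERT-immortalized A-T patient fibroblasts ([…]), 500 cells/well in OPTI-MEM, 1% FBS, got compounds for 60 min, then NCS for 30 min at 37C. Lysates were then assayed for phospho-KAP-1 by AlphaLISA (anti-pKAP1 donor, anti-KAP1 acceptor beads), 6 hr at 25C.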
# p53 reactivation = re-activators of mutant p53 | AID 504706 | actives 0.063% (n = 320,000) | H1299 p53-A138V BP100-luciferase reporter, luminescence, 24 h | Potency, µM (top dose mostly 92.2 µM), without a hit: at the top dose activity change, positive = activation, usual class: activators; further: potency means the concentration at half of the fitted maximal effect; % of control where 0% means no effect; nearly all actives have a fitted effect of over 45% in size
#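 H1299 (p53-null), stable ts p53-A138V + BP100-Luc; 1000 cells/well, Opti-MEM/10% FBS; cpd 4 pt, 1:5; 24 h, 37 deg C, 5% CO2; detection reagent 10 min RT; luminescence.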
# TRPV1 agonist = agonists of human vanilloid receptor 1 (TRPV1). Q8NER1. TRPV1-expressing cells, Fluo-8 calcium influx, agonist mode. activation, % at 8.33 µM. actives 0.19% (n = 320,000); in the data active means activation above about 80%; inconclusive means between about 30% and that limit; further: 0% is about no effect
# Target sequence (Q8NER1 whole entry, looked up): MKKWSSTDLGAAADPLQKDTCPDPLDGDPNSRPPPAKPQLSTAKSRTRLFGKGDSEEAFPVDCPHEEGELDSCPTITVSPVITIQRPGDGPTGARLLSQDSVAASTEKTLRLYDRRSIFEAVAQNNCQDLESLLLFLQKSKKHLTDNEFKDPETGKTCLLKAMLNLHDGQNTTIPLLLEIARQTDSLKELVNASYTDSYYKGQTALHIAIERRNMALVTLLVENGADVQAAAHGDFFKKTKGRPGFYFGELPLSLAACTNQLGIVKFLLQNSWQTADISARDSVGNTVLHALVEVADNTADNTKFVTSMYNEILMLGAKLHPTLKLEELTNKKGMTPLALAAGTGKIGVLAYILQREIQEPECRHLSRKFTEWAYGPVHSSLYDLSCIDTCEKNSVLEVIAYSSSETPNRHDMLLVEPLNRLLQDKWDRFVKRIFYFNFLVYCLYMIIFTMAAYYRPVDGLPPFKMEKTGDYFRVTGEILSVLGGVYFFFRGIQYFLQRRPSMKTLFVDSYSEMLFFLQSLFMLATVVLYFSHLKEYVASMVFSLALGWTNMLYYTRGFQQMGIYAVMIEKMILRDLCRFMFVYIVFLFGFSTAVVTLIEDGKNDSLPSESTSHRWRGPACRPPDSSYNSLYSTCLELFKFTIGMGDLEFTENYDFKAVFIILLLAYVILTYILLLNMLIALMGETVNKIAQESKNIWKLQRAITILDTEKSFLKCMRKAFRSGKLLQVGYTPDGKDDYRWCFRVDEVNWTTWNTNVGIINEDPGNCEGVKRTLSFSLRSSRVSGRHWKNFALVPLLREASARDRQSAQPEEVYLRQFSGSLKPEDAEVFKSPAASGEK
#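 TRPV1-expressing cells were cultured overnight at 35.5C and loaded with Fluo-8 calcium dye for 40 to 90 min at room temperature. After a 10 s baseline, compound was added and calcium influx was read kinetically for 3 min (ex 480/em 520 nm).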
# ELG1 DNA repair = blocks ELG1-dependent DNA repair in HEK293T cells. HEK293T ELG1-luciferase reporter, luminescence, 16 h; DNA damage induced by 5-fluorouridine. actives 2.3% (n = 330,000). Potency, µM (titrated, usually from 46.1 µM), for inactives: at the highest dose activity change, negative = inhibition, actives largely listed as inhibitors. AID 504467; further: potency means the concentration at half of the fitted maximal effect; on the % scale 0 is the no-effect control and ±100 the full control effect; nearly all actives have a fitted effect of over 55% in size
#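 Reporter activity after DNA damage by 5-fluorouridine is monitored. Compound-treated cells incubate 16 hr at 37 °C, then ONE-Glo is added for 30 min before luminescence reading.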
# TCR act = T cell receptor activation | Potency, µM (titrated, usually from 9.22 µM), for inactives: top-dose activation of IL-2 secretion, usual class: activators | primary human leukocytes, anti-CD3, IL-2 HTRF, 48 h | 330,000 tested, under 10 active | AID 504894; further: % of control where 0% means no effect
#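 Using a-CD3 beads without co-stimulation, primary human leukocytes were exposed to compounds for 48 hr. An HTRF IL-2 kit measured the cytokine, with europium-to-d2 energy transfer producing emission at 665nm upon 320nm excitation.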
# MLL CXXC-DNA inh = inhibitors of human MLL CXXC domain-DNA interaction | Q03164 | MLL-CXXC / FITC-HOXA9 DNA fluorescence polarization | AID 2662 | actives 0.037% (n = 290,000) | Potency, µM (titrated, usually from 115 µM), for inactives: at the top dose activity change, negative = inhibition, actives largely listed as inhibitors; active means well fitted inhibition curve with a large enough effect in the polarisation, with a control signal flat, not every such curve was filed as active; inconclusive means small, poorly fitted or top-dose-only effect, or effect the other way, or a change in a side signal; inactive means no such curve, though single readings can be large or run the other way; the % refers to the polarisation; further: potency means the concentration at half of the fitted maximal effect
#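 Fluorescence polarization: 7 uM MLL-CXXC (stock) preincubated 5 min with compounds, then 50 nM fluorescein-HOX-A9 DNA (stock) added; 30 min ambient. Buffer 50 mM Tris-HCl pH 7.5, 50 mM NaCl, 1 mM DTT, 0.05% BSA.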
# BRCA1 expr up = activators of BRCA1 expression. AID 624202. actives 1.1% (n = 380,000). MCF7-BRCA1-FFLuc reporter, luminescence, 48 h; response scale: scaled: vehicle 0%, 10 µM genistein 100%. Potency, µM (doses to about 46.1 µM), without a hit: top-dose activation, actives largely listed as activators; further: potency means the concentration at half of the fitted maximal effect; nearly all actives have a fitted effect of over 80% in size; some results filed as inactive show a strong effect at the top dose
#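 Activators of BRCA1 expression were detected as increased firefly luciferase luminescence in engineered MCF7 cells after 48 h compound incubation. Signals were scaled to genistein 10 microM as full activation.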
# a7 integrin act = activators of alpha7 integrin expression for muscular dystrophy | alpha7betagal myoblasts, beta-gal FDG fluorescence, 48 h | Potency, µM (highest dose often 38.3 µM), inactives show at the top dose activation, most hits filed as activators | actives 0.064% (n = 350,000) | AID 624291;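 further: potency means the concentration at half of the fitted maximal effect; 100% = response of the positive control SU9516; nearly all actives have a fitted effect of over 60% in size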
#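 alpha7betagal+/- myoblasts (passage 13, 250/well) treated 48 h at 37C with compounds at 1:260 dilution of DMSO stock. Lysed, then beta-galactosidase activity read as FDG fluorescence (ex 480/em 540) after 30 min, with pre-read for autofluorescence.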
# PTAP TSG101 blk = blocks PTAP/TSG101 interaction to inhibit HIV-1 budding. Q99816. Fluorescence polarization, FITC-PTAP peptide / Tsg101 binding. Potency, µM (doses to about 115 µM), for the others: top-dose activity change, negative = inhibition, hits mostly inhibitors. 340,000 tested, under 10 active. AID 493005; active means well fitted inhibition curve with a large enough effect in the main read-out, with a control signal flat, not every such curve was filed as active; inconclusive means small, poorly fitted or top-dose-only effect, or effect the other way, or a change in a side signal; inactive means no such curve, though single readings can be large or run the other way; further: potency means the concentration at half of the fitted maximal effect; % of control where 0% means no effect
#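 Fluorescence polarization binding of Tsg101 binding domain (10 uM final) to FITC-labeled PTAP peptide (50 nM final) in HEPES pH 7.5 buffer with NaCl, Tween 20, EDTA, TCEP. Compounds added before peptide; binding 20 min at RT.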
# * marks the source's active call; other numbers are inactive results; ? = inconclusive; . = not tested or not shown; [ ] = another dose, or the depositor's remark. Unless noted, the call rests on the fitted dose curve; in most records, active means well fitted curve in the direction sought with a large enough effect; inconclusive means small, poorly fitted or top-dose-only effect, or another doubt; inactive means no such curve, though single readings can be large; an effect the other way counts as inactive or inconclusive.
SMILES | B2AR arrestin | A-T KAP1 phos | p53 reactivation | TRPV1 agonist | ELG1 DNA repair | TCR act | MLL CXXC-DNA inh | BRCA1 expr up | a7 integrin act | PTAP TSG101 blk
CCOCCCNC(=O)c1cn(CC)c2ccc(S(=O)(=O)N3CCCC3)cc2c1=O | 0.0% | -10.2% | -0.2% | 6.1 | 2.2% | 2.7% | 24.0% | -1.7% | -15.8% | 3.5%
CC(C)C1CC(O)(C2(O)CCCCC2)ON1 (stereo not given) | -0.1% | 1.8% | 3.7% | 2.2 | 4.3% | 2.7% | 4.4% | 9.2% | -21.4% | -3.0%
O=C(Nn1c(C2CC2)nc2ccccc2c1=O)c1ccco1 | -0.1% | 5.4% | -14.3% | -3.5 | -4.5% | -10.9% | 7.5% | 0.8% | 10.3% | 2.2%
Cc1ccc(C(=O)N2CC=C(c3ccccc3)CC2)s1 | -0.1% | 7.5% | 4.7% | ? | ? | -5.1% | . | 27.9% | 17.7% | 3.8%
CN(C)CCCNc1oc(-c2cccc(Cl)c2)nc1C#N | 0.1% | -4.2% | 11.8% | 1.2 | 7.8% | 2.4% | -1.9% | -7.2% | 0.0% | -13.6%
C/C(CC(=O)Nc1ccccn1)=N\NC(=O)Cc1cccc2ccccc12 | -0.2% | -2.8% | -5.9% | -2.5 | 0.0% | . | -1.5% | 0.7% | -1.4% | -11.0%
Nc1sc2c(c1C(=O)NCCc1ccccc1)CCC2 | 0.5% | -1.3% | 21.0% | -0.8 | 13.0% | -11.0% | 2.1% | -50.7% | -24.6% | -7.5%
O=[N+]([O-])c1ccc(CSc2ccc(S(=O)(=O)N3CCCC3)cn2)cc1 | -0.1% | 9.5% | -10.1% | 3.6 | ? | -3.3% | . | -2.7% | 13.0% | -0.5%
O=C(COC(=O)CCc1c[nH]c(=O)[nH]1)Nc1cccc(Cl)c1 | -0.4% | -4.6% | 6.0% | 2.2 | 0.2% | . | -7.5% | 1.4% | 0.9% | .
O=c1c2c(nc3cc(-c4cccc(F)c4)[nH]n13)CCC2 | 0.1% | 3.9% | 7.0% | -0.1 | ? | 7.5% | 3.4% | ? | -0.6% | -3.8%
Cc1ccc(C(C(=O)NC2CCCC2)N(C(=O)Cc2cccs2)c2cccc(C)c2C)o1 (stereo not given) | -0.3% | -3.0% | -4.1% | ? | -1.8% | 11.6% | -0.1% | -61.4% | -29.9% | -12.1%
CCS(=O)(=O)c1ccccc1C(=O)NC1CCCc2ccccc21 (stereo not given) | 0.1% | 5.1% | -7.2% | 1.6 | -2.8% | -3.1% | 3.3% | -16.0% | -10.6% | -3.5%
CCSc1nnc2nc3[nH]c4c(C)cccc4c3nn12 | -0.4% | -2.4% | 19.2% | 0.9 | ? | 4.9% | -7.0% | 55.3% | 26.1% | -2.1%
Cc1nc(CSc2ccc(Cl)cc2)cs1 | 0.3% | 12.3% | 29.7% | 3.0 | ? | 7.5% | -1.8% | 51.0% | 14.4% | -1.4%
O=C1/C(=C\c2cccnc2)Sc2ccccc21 | 0.0% | 3.5% | 12.9% | 2.8 | ? | -8.1%[46.1 µM] | 2.7% | -17.5% | -14.5% | -1.5%
Cc1cc(C)cc(NC(=O)C2CCCN(S(=O)(=O)c3cnc[nH]3)C2)c1 (stereo not given) | -0.1% | 1.9% | -1.9% | -0.9 | 3.2% | -4.7% | -5.7% | -12.8% | -1.4% | -3.2%
COc1ccccc1NC(=O)c1cc2c(CO)cnc(C)c2oc1=Nc1cc(OC)c(OC)c(OC)c1 | 0.3% | -8.6% | -0.1% | -2.7 | 1.0% | 2.3% | -8.7% | -17.4% | 9.1% | 0.5%
CN(C(=S)SCc1ccccc1)C1CCS(=O)(=O)C1 (stereo not given) | -0.3% | 4.7% | -4.5% | 4.5 | -18.5% | 0.1% | ? | 0.5% | -8.2% | -0.8%
COc1cccc(NC(=O)CSc2nccn2-c2cccc(OC)c2)c1 | -0.9% | -3.4% | -10.6% | 12.7 | ? | 11.0% | 9.1% | 2.1% | -1.8% | -0.5%
O=C(O)c1cnc(-c2ccccc2)nc1Sc1cccc(Cl)c1 | 0.2% | -4.5% | -0.6% | -3.7 | -6.4% | . | -5.1% | 26.2% | -13.2% | -12.3%
Cc1nc2c(C)cccc2c(SC(=N)N)c1CC=C(Cl)Cl | -0.2% | 2.0% | 0.7% | 0.9 | -4.9% | 2.6% | 10.5% | -18.5% | 12.7% | -7.2%
COc1cc(C(=O)NC2=NCCS2)ccc1OCc1c(C)noc1C | -1.6% | 3.5% | -2.4% | 4.2 | ? | -1.0% | -2.9% | -21.7% | 19.5%[7.66 µM] | -0.3%
CC(=O)c1ccc(NC(=O)CSc2nnc(NC(=O)CN3CCOCC3)s2)cc1 | -0.2% | -2.3% | 13.9% | 1.8 | ? | -0.9% | -5.4% | 47.7% | -17.5% | -1.8%
CC(NC(=O)C1CCN(C(=O)c2ccc(F)cc2)CC1)c1ccc(S(N)(=O)=O)cc1 (stereo not given) | -0.1% | 3.8% | 4.0% | . | 8.7% | 0.9%[46.1 µM] | . | 14.5% | 7.9% | -2.2%
CC(CN1CCN(C)CC1)OC(=O)c1ccc(Cl)cc1Cl (stereo not given) | . | . | . | -1.7 | . | 2.1% | 2.6% | -24.5% | 18.9% | -0.7%
CN1C(=O)[C@H]2[C@@H](/C=C/c3ccccc3)N3C(=O)CN(Cc4ccc(-c5ccccc5)cc4)C(=O)[C@@]3(C)[C@H]2C1=O | -2.6% | -1.8% | 0.7% | . | -1.9% | 11.3% | . | 0.0% | 18.5% | 1.8%
O=C(O)c1cc(-c2cccc(Cl)c2)nc2nc(N3CCCCC3)sc12 | -0.2% | -14.1% | 10.6% | -4.5 | 14.2% | -2.8%[46.1 µM] | 0.0% | -9.9% | -2.8% | -8.2%
CCCN(C(=O)CSc1nc2c(cnn2-c2ccccc2)c(=O)[nH]1)C1CCS(=O)(=O)C1 (stereo not given) | -1.3% | 6.8% | 6.4% | -4.1 | 14.1% | 0.7%[46.1 µM] | 9.3% | 13.7% | 33.9% | -0.8%
CCOC(=O)C1=C(COC(=O)c2ccccc2OC(F)F)NC(=O)NC1C (stereo not given) | 0.2% | -0.1% | -4.0% | 10.8 | 15.2% | 2.4% | . | -0.4% | 2.1% | -2.6%
Cc1cccc(OCc2nnc(SCC(=O)NCC3CCCO3)n2C)c1 (stereo not given) | -0.2% | 1.2% | 2.3% | -0.7 | -2.4% | 4.3% | 1.2% | 0.0% | -9.4% | -2.6%
Cc1ccc(NS(=O)(=O)c2ccc(OCC(=O)NCC3CCCO3)cc2)cc1 (stereo not given) | -0.3% | -3.3% | -3.8% | -0.1 | 0.3% | 0.1% | -10.8% | 0.6% | 16.0% | -1.1%
CCc1nnc(NC(=O)C(C)Sc2ccccc2)s1 (stereo not given) | 0.3% | 9.5% | -3.8% | 2.9 | -0.7% | -2.4% | -5.7% | 1.9% | 14.9% | -0.4%
COc1cc(S(=O)(=O)Nc2ccccc2C(=O)N2CCCC2)ccc1NC(C)=O | 0.0% | 1.1% | -10.6% | 6.9 | 0.7% | 2.3% | . | 15.1% | -10.2% | -3.7%
COc1cccc(/C=C(/C#N)c2ccc(F)cc2)c1OCc1cccc(C(=O)O)c1 | 5.9% | -0.4% | 24.6% | -3.9 | 18.8% | -2.8%[46.1 µM] | 13.2% | 53.0% | 27.0% | 0.2%
COC(=O)c1ccc(/C=N/NC(=S)NCCN2CCOCC2)cc1 | -0.1% | -8.1% | -2.9% | 1.0 | -4.6% | 0.1% | 2.8% | 2.4% | 8.0% | 0.5%
CCOC(=O)C1CCN(C(=O)COC(=O)c2cc(-c3cccs3)nn2-c2ccccc2)CC1 | -0.3% | -3.2% | 5.3% | 2.0 | 1.6% | -8.5% | . | -8.9% | 4.0% | -7.1%
CCC(C)(C)NC(=O)CN(C(=O)c1snc(C(N)=O)c1N)c1ccc2nc(C)sc2c1 | 0.0% | 9.7% | -10.6% | 3.0 | -10.7% | -1.5% | 5.3% | -14.8% | 12.4% | -3.5%
Cc1ccc(S(=O)(=O)N(CC(=O)NCc2ccc(F)cc2)C(=O)N2CCN(C)CC2)cc1 | -0.1% | -1.7% | 9.6% | -1.0 | -2.8% | 3.6% | . | -21.7% | 23.3% | -0.1%
COCCN(C(=O)COC(=O)CCC(=O)c1cccs1)c1c(N)n(Cc2ccccc2)c(=O)[nH]c1=O | 2.4% | 9.0% | 6.8% | -3.0 | 1.5% | 10.4% | . | -1.1% | 12.0% | 1.2%
Cc1cccc(OCC(=O)N2CCN(c3nnc(-c4ccccc4)c4ccccc34)CC2)c1 | -0.7% | 6.1% | -5.2% | 10.5 | ? | 4.9% | 13.9% | -57.4% | -17.2% | -1.2%
COC(=O)c1sccc1NC(=S)N1CCN(c2cc(C)ccc2C)CC1 | -0.6% | 4.0% | 8.6% | -1.7 | -16.1% | -8.7% | 13.5% | -73.0% | 2.8% | -0.1%

# Not a hit list; about 3.8% have a hit in one of these screens.
